# Pf Dd2 inh – Plasmodium falciparum Dd2 growth inhibition; P. falciparum Dd2 growth, SYBR Green, 72 h; Potency, µM (top dose mostly 28.9 µM), for the others: at the top dose activity, negative = inhibition, usual class: inhibitors; actives 4.3% (n = 120,000); active = well fitted inhibition curve with a large enough effect; inconclusive = small, poorly fitted or top-dose-only effect; inactive = no such curve, though single readings can be large or run the other way;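 note: plate controls were DMSO vehicle for no effect and reference drug for full effect; nearly all actives have a fitted effect of over 65% in size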
#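 Infected erythrocytes (Dd2, 0.3% parasitemia, 2.5% hematocrit final) are added to compound in RPMI-1640/Albumax II medium, grown 72 h at 37C in low oxygen, then lysed with saponin/Triton-X containing SYBR Green and read by fluorescence.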
# Starred values were filed as active, the others as inactive; i = inactive; ? = inconclusive; [ ] = dose if it differs, or a comment. Potency is the fitted concentration of half-maximal effect. A portion of the library (hit frequency here may not be typical).
SMILES,Pf Dd2 inh
CCCN1CCN(c2ncnc3sc(C(=O)Nc4c(C)cc(C)cc4C)c(C)c23)CC1,?
O=C(NCc1ccc(Cl)cc1)C1CCN(S(=O)(=O)c2cccc3nonc23)CC1,?
CN(C)C[C@@H]1CN(Cc2ccccc2)C[C@H]1NC(=O)c1ccncn1,?
COc1cccc(NC(=O)C2CCC(CNS(=O)(=O)c3ccc4c(c3)CCCC(=O)N4)CC2)c1 (stereo not drawn),47.4%[activator]
Cn1cnc(S(=O)(=O)N2CCCC(C(=O)NCCC3=CCCCC3)CCNC(=O)CC2)c1 (stereo not drawn),20.6%
Cc1ccccc1[C@H]1C[C@@H](O)[C@@H](O)[C@@H]1NS(C)(=O)=O,-10.9%[44.1 µM]
COC1CCC12CCN(C(=O)C1(c3ccccc3)CC1)CC2 (stereo not drawn),-21.6%
CCOc1ccc(-c2c(C)nn3c(C)c(C(=O)Nc4cc(C)cc(C)c4)cnc23)cc1OCC,-4.0%
Cc1cn2nnc(C(=O)NC(C)CCc3ccccc3)c2c(=O)[nH]1 (stereo not drawn),i
Cc1ccc(CN2CCCCCCNC(=O)CC2c2ccccc2)o1 (stereo not drawn),?
Cc1ccc(C)c(CN2C(=O)c3ccccc3S(=O)(=O)c3ccc(C(=O)N4CCOCC4)cc32)c1,?
CCCC(=O)Nc1cnc(-c2ccc(C)cc2)nc1,i

# The closing 5 entries of the part above are carried over, then new ones follow:
SMILES,Pf Dd2 inh
CCOc1ccc(-c2c(C)nn3c(C)c(C(=O)Nc4cc(C)cc(C)c4)cnc23)cc1OCC,-4.0%
Cc1cn2nnc(C(=O)NC(C)CCc3ccccc3)c2c(=O)[nH]1 (stereo not drawn),i
Cc1ccc(CN2CCCCCCNC(=O)CC2c2ccccc2)o1 (stereo not drawn),?
Cc1ccc(C)c(CN2C(=O)c3ccccc3S(=O)(=O)c3ccc(C(=O)N4CCOCC4)cc32)c1,?
CCCC(=O)Nc1cnc(-c2ccc(C)cc2)nc1,i
COc1ccc(CN2CCn3c(nnc3-c3ccccc3)C2)cc1,?
CN(C)C(=O)N(C)Cc1ccc(F)cc1,2.3%[44.1 µM]
CC1(C(=O)NCc2ccccc2)COCc2cnc(Nc3ccccc3)nc21 (stereo not drawn),-13.5%[44.1 µM]
Cc1ccc(C(=O)N2CCC(N3CCOCC3=O)CC2)cc1,0.5%
CC(=O)N[C@@H]1C[C@H](Cn2cc(C3CC3)nn2)[C@@H](O)[C@H]1O,28.5%[44.1 µM]
CN1CCCCCCN(C(=O)Nc2ccccc2)CCC1=O,-16.4%
COc1cc(F)ccc1-c1cnc2n[nH]c(-c3ccc4c(c3)OCO4)c2n1,i
COc1cccc(C(=O)NCC(=O)OCc2cc(=O)n3c(C)csc3n2)c1,29.0%
CNc1cc(C2CC(NS(=O)(=O)c3ccc(Cl)s3)C2)nc(N)n1 (stereo not drawn),7.94µM*
Cn1nc(C(=O)N2CCC3(CCCN(C4CCOCC4)C3=O)C2)ccc1=O (stereo not drawn),4.2%
COc1ccc(CCNC(=O)C(=O)Nc2ccc(C)cc2)cc1OC,39.1%[activator]
CNC(=O)C1(N2CCC[C@H]2C(=O)N(C)Cc2cccnc2)CCOCC1,6.2%[44.1 µM]
O=c1cc2c(nn1Cc1ccc(OC(F)(F)F)cc1)CCCCC2,?
O=C(NCc1ccco1)C1CCN(C(=O)N2CCOc3ccccc32)CC1,22.1%[5.79 µM]
Cc1noc2c(N3CCOCC3)cc(-c3cccs3)nc12,i
CCc1cccc(C)c1NC(=O)CCCn1c(=O)c2cccn2c2cccnc21,6.2%
CCN1CCN(c2ccc(Cl)nn2)C(=O)C1,5.8%[44.1 µM]
CCn1cc(C(=O)N[C@@H]2CN(S(C)(=O)=O)C[C@H]2CN(C)C)cn1,5.2%
CCOc1ccc(C(=O)Nc2ccc3c(c2)N(C(C)=O)CCC3)cc1OCC,-16.5%
Cc1cc2nc3n(c(=O)c2n1CC(=O)Nc1ccc(Br)cc1F)CCCCC3,-4.6%
Cn1ccnc1CN1C(=O)CO[C@H]2CN(Cc3c[nH]c4ccccc34)C[C@H]21,i
CCOc1ccc(-c2cc3c(=O)n(CCNC(=O)c4cccc(C#N)c4)ccn3n2)cc1,?
Cc1ccc(NC(=O)CSc2nc(=O)n(Cc3ccncc3)c3c2CCC3)cc1Cl,?
COc1ccc(C)cc1NC(=O)C1CCN(S(=O)(=O)c2ccc3[nH]c(=O)oc3c2)CC1,-21.2%

# Reprinted at random: three compounds from above.
SMILES,Pf Dd2 inh
Cc1noc2c(N3CCOCC3)cc(-c3cccs3)nc12,i
Cc1cc2nc3n(c(=O)c2n1CC(=O)Nc1ccc(Br)cc1F)CCCCC3,-4.6%
CCOc1ccc(C(=O)Nc2ccc3c(c2)N(C(C)=O)CCC3)cc1OCC,-16.5%

# Remaining list, next part.
SMILES,Pf Dd2 inh
Cc1ccc(C)c(Nc2nn3c(=O)c4ccc(C(=O)NCCc5ccccc5)cc4nc3s2)c1,6.4%
CN1C(=O)[C@H]2CN(Cc3ccc(F)c(Br)c3)C[C@H]2C1=O,-1.6%
COc1ccc(Cl)cc1C(=O)NC1CCCN(c2cc(-c3ccc(F)cc3)[nH]n2)C1 (stereo not drawn),?
N#Cc1ccc(CN2CCC3(CC(=O)Nc4ccccc4N3)C2)cc1 (stereo not drawn),-24.4%
Cc1ccc(CNC(=O)CCc2c(C)nc3nc(CNC(=O)OC(C)(C)C)nn3c2C)cc1,-8.6%
O=C(Cn1cncn1)N1CCc2onc(C(c3ccccc3)c3ccccc3)c2C1,-4.4%
CN(C)c1ccc(CNC(=O)CN2C(=O)CSc3ccc(S(=O)(=O)N4CCCC4)cc32)cc1,-9.1%
COc1ccc(Cn2c(CNS(=O)(=O)c3ccc(C)c(C)c3)nc3cccnc32)cc1,-7.6%
COc1ccc(CC(=O)NC2CCCc3c2[nH]c2c(Cl)cccc32)cc1OC (stereo not drawn),?
Cc1nn2cc(CCNCC3(O)CNCCOC3)nc2s1 (stereo not drawn),-3.3%
O=C(C1CCCC1)N1CCC2(CC1)CC(Cc1ccccc1)=NO2,21.3%
CCOc1ccc(C(=O)NCCn2ccn3nc(-c4ccc(OC)cc4)cc3c2=O)cc1,i
COc1ccc(NC(=O)CSc2nncn3c2cc2oc(C)cc23)cc1OC,12.8%
O=C1N(C2CCN(Cc3ccccn3)CC2)C(c2ccncc2)C12CCCCC2 (stereo not drawn),?
COc1ccccc1CC(=O)NC1CCN(c2cc(C)cc(C)c2)C1=O (stereo not drawn),i
Cc1ccc(C(=O)N2CCCC(c3nn(-c4ccc(Cl)cc4)c(=O)[nH]3)C2)cc1 (stereo not drawn),-23.3%
COC(=O)C(=O)N1CC[C@H]2NC(=O)N(c3ccc(C(C)C)cc3)C(=O)[C@H]21,17.9%[44.1 µM]
CC1(COc2cccnc2)COc2ccc(C(=O)NCc3ccc(F)cc3)cc2N1 (stereo not drawn),?
FC(F)(F)c1ccc(CN2CC[C@H](c3nc4ccc(C(F)(F)F)cc4[nH]3)C2)cc1,?
O=C(c1cc[nH]c1)N1CCN(CCOCc2ccccc2)CC(O)C1 (stereo not drawn),1.3%
Cc1ccc(-c2ccc3nnc(CNC(=O)c4cccc(N(C)C)c4)n3n2)cc1C,-22.5%
O=C1CCCN1CC(=O)N1CCCC(Nc2ccccc2)C1 (stereo not drawn),-11.9%
CC(C)CCNC(=O)c1ccc2c(c1)nc1n2CCCCC1,11.2%
COC(=O)C(C)n1nnc2sc(-c3ccccc3)cc2c1=O (stereo not drawn),2.3%
COc1ccc(Cl)cc1NC(=O)c1c(NCc2ccc(C)o2)sc2c1CCCCC2,14.1µM*
O=C(NCc1nnnn1-c1ccccc1)C1NCCc2[nH]cnc21 (stereo not drawn),?
CC(C)CN(CC1CN(C(=O)Cc2cccs2)CCO1)C(=O)c1cccc2ccccc12 (stereo not drawn),i
CCOC(=O)C1CCN(c2ncnc3c2c(-c2ccccc2)cn3-c2ccc(Cl)cc2)CC1,?
Cn1c(CO[C@H]2CN(C(=O)c3cccnc3)C[C@H]2F)nc2ccccc21,11.5%[44.1 µM]
O=C(Nc1ccccc1)N1CCN(C(=O)c2nsc3ccccc23)CC1,2.1%
CNC(=O)c1cccc(-c2cnc(Nc3ccncc3)c3c2CCO3)c1,?
COc1cccc(-c2nn3c(=O)cc(CN4CCN(S(=O)(=O)c5ccc(C)cc5)CC4)nc3s2)c1,?
CCC12CN3CC(CC)(CN(C1)C3c1c[nH]c3ccccc13)C2=O (stereo not drawn),i
Cc1ccc(OCC(=O)Nc2ccc3nc(Nc4cccc(Cl)c4)cc(C)c3c2)cc1,35.8%[activator]
COCC(=O)N1C[C@@H]2C(=O)N(Cc3ccc4c(c3)OCO4)C(=O)[C@@H]2C1,23.7%
Cc1nccn1CCC1CCN(c2nccc(-c3ccccn3)n2)CC1,?
CC(=O)Oc1c(-c2ccc(NC(=O)c3ccco3)cc2)c(C2CC2)nn1-c1cccc(C)c1,-18.4%
O=C(C1CC1)N1CCc2cc(Br)cc(S(=O)(=O)Nc3ccc(F)c(F)c3)c21,-0.3%
Cc1noc(-c2ccn3c(CNC(=O)c4cc(F)ccc4F)nnc3c2)n1,-16.8%
CC(=O)c1ccc(NC(=O)Cn2c(-n3nc(C)cc3C)nc(C)c(C)c2=O)cc1,i
Cc1ccc(NC(=O)Cn2cccc2-c2nc(-c3ccccc3)no2)cc1,89.7%[activator]
COc1cccc2cc(C(=O)N3CCN(c4cc(C)ccc4C)CC3)c(=O)oc12,1.2%
CN(C1CCc2nn(CC3CC3)c(=O)n2CC1)S(=O)(=O)c1cccs1 (stereo not drawn),?
Cc1cc(C)cc(NC(=O)Cn2nnc(-c3nc(-c4ccncc4)no3)c2N)c1,25.3%
CN(C)C[C@@H]1CN(c2ccncn2)C[C@H]1NC(=O)COc1ccc(Cl)cc1,7.94µM*
O=C(NCC1(COc2ccc(C(F)(F)F)cn2)C[C@@H](O)[C@@H](O)C1)c1cccnc1 (stereo partly drawn),-7.0%
Cc1c(CN2CCCC(CNC(=O)c3cccc4ccccc34)C2)[nH]c2ccccc12 (stereo not drawn),11.2µM*
COc1ccc(C(=O)N2CCC3(CC2)CC(=O)c2ccc(Cl)cc2O3)cc1,?
COc1ccc(OCC2(C)COc3ccc(C(=O)N(C)C)cc3N2)cc1 (stereo not drawn),i
CC(=O)c1ccc(N2C(=O)N(Cc3ccccc3C#N)c3ccccc3S2(=O)=O)cc1,-17.5%
N#Cc1ccccc1S(=O)(=O)N1C[C@@H]2C[C@H](C1)c1ccc(-c3ccc(Cl)cc3)c(=O)n1C2,?
CN(C)c1cc(=O)c2ccnc(N3CCN(c4ccccn4)CC3)c2o1,?
CCc1c(C)nc2nncn2c1NCc1ccc(Cl)cc1,-7.8%
CN1CCCC2(CCN(C(=O)c3sccc3S(N)(=O)=O)C2)C1=O (stereo not drawn),-14.3%
Cn1c2ccccc2c2c(C(=O)N3CCN(c4cccc(Cl)c4)CC3)cn(C3CCCCC3)c(=O)c21,?
CC(=O)N1CCCc2ccc(NC(=O)c3ccc(C(F)(F)F)cc3)cc21,?
CN(C)C[C@@H]1CN(c2ccncn2)C[C@H]1NC(=O)c1c(F)cccc1F,10.7%
COCCCNC(=O)c1ccc2c(c1)C(O)CCCCCN2CCOC (stereo not drawn),8.5%
Cc1cc(C(=O)N2CCN(c3cccc(Cl)c3)CC2)c2c(C)nn(-c3ccccc3Cl)c2n1,11.2µM*
Cc1cc(S(=O)(=O)Nc2ccc(C(=O)O)cc2)c(C)c(S(=O)(=O)c2ccc(Cl)cc2)c1,i

# Other records follow:
SMILES,Pf Dd2 inh
CCC(C(=O)Nc1cc(C)ccc1C)n1c(=O)c(C(F)(F)F)nc2ccccc21 (stereo not drawn),26.6%
Cc1ccc(CNC(=O)CCn2cnc3ccccc3c2=O)cc1,i
O=C([C@@H]1CCCN1Cc1cc(=O)c2cc(F)ccc2[nH]1)N1CCCCC1,?
COc1ccc(NC(=O)Nc2cccc(-c3ccc(N4CCCCC4)nn3)c2)c(OC)c1,?
COc1cccc(CC(=O)NCCC2CCN(C(=O)Nc3cc(F)cc(F)c3)CC2)c1,i
O=C(NCCC1CCN(C(=O)Nc2ccc(F)cc2)CC1)c1ccc(F)cc1,i
CCC(C)NC(=O)Cn1c(=O)n(-c2ccc(Cl)c(Cl)c2)c(=O)c2c(C)c(C(=O)N(CC)CC)sc21 (stereo not drawn),?
O=C(c1ccc(Cl)cc1)N1CC2(CCN(C3CCCCC3)C2)Cc2ccccc21 (stereo not drawn),10µM*
Cc1[nH]c2ccccc2c1C1(O)C(=O)N(Cc2ccccc2)c2ccc(Cl)cc21 (stereo not drawn),10µM*
O=C1NC(C(=O)NCc2cccnc2Oc2ccccc2F)CO1 (stereo not drawn),i
COc1ccccc1C(=O)NC[C@@H]1C=C(C)[C@H](CC(=O)NCc2ccccn2)C[C@H]1C(C)C,i
Cc1ccc(OCC(=O)N2CCC(Cc3nc(-c4ccc(F)cc4)no3)CC2)cc1,-12.3%
COc1ccc2oc(=O)c(C(=O)NCCc3c(C)[nH]c4c(C)cccc34)cc2c1,13.0%
COc1cc(=O)n2c(c1C(=O)N1CCN(c3cccc(C)c3)CC1)CCCC2,27.6%
Cc1ccc2[nH]c3c(=O)n(CC(=O)Nc4ccc(Br)cc4C)ncc3c2c1,16.1%

# A draw from above in order of number of heavy atoms, smallest number first:
SMILES,Pf Dd2 inh
Cc1ccccc1[C@H]1C[C@@H](O)[C@@H](O)[C@@H]1NS(C)(=O)=O,-10.9%[44.1 µM]
COc1ccc(CN2CCn3c(nnc3-c3ccccc3)C2)cc1,?
CN(C)C[C@@H]1CN(Cc2ccccc2)C[C@H]1NC(=O)c1ccncn1,?
COc1cccc2cc(C(=O)N3CCN(c4cc(C)ccc4C)CC3)c(=O)oc12,1.2%
CCOc1ccc(-c2cc3c(=O)n(CCNC(=O)c4cccc(C#N)c4)ccn3n2)cc1,?
COc1cccc(NC(=O)C2CCC(CNS(=O)(=O)c3ccc4c(c3)CCCC(=O)N4)CC2)c1 (stereo not drawn),47.4%[activator]
